TWEAK Fn14 block: blocks TWEAK-Fn14 interaction in a reporter cell assay; TWEAK-stimulated Fn14 reporter cells, luciferase luminescence, 8 h; inhibition, % at 10 µM; 360,000 tested, 2% active; AID 1159606; in the data active = inhibition above about 50%
Shn3 3UTR inh: reduces Shn3 3'UTR luciferase signal in osteoblasts | 360,000 tested, 0.52% active | AID 588674 | Clone20 osteoblast Shn3 3'UTR firefly luciferase, 24 h | inhibition, % at 12.5 µM;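 active = mean inhibition of at least 75% with every replicate also reaching 75%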;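 note: 0% = median of neutral control wells and 100% = pilot-screen positive control compound; some compounds past the cut are filed as inactive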
TROY signal inh: inhibitors of TROY-dependent NF-kB signaling. Q293 LMP1-TROYcd NF-kB luciferase reporter, 4 h. inhibition, % at 10 µM. 360,000 tested, 0.98% active. AID 1347056;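 active = compounds whose plate-normalised and pattern-corrected inhibition of the luciferase reporter signal at the single screening dose is 50% or more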
HIF-2a inh: inhibitors of HIF-2a | 786-0 RCC cells HIF-2a reporter, luciferase luminescence, overnight | inhibition, % at 18.8 µM | 360,000 tested, 0.72% active | AID 624352;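 active = inhibition of the luminescence signal of 40% or more relative to plate controls, in a single-dose primary screen at 18.75 µM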
KKLEB tox: CF airway cell cytotoxicity counter-screen; 360,000 tested, 0.36% active; AID 602141; activity change (cytotoxicity), % at 5 µM; KKLEB CF airway cells viability, ATPlite luminescence, overnight; stronger effect = lower value; cells stimulated with P. aeruginosa culture filtrate;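 active = corrected activity change at or below -50% at 5 µM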
CF NFkB block: cystic fibrosis NF-kB activation inhibition. inhibition, % at 5 µM. 360,000 tested, 0.86% active. AID 588850. KKLEB NF-kB-GFP reporter, PAF-induced, GFP fluorescence overnight;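 active = at least 50% inhibition at 5 µM, scaled per plate between neutral and stimulator controls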;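 note: PAF is a Pseudomonas aeruginosa culture filtrate used as stimulus; plate controls were PAF-stimulated DMSO wells for no effect and unstimulated DMSO wells for full effect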
TRPM1 prom inh: reduces MITF-dependent TRPM1 promoter luciferase signal; SK-MEL-5 TRPM1 promoter luciferase, 24 h; 330,000 tested, 0.83% active; inhibition, % at 12.5 µM;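 active = mean inhibition across replicates of 60% or more, whatever share of single replicates reaches that level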; note: values of inactives mirror those of a sister screen read the other way
Peg3 prom inh: Peg3 promoter activity inhibition; 360,000 tested, 1.7% active; inhibition, % at 20 µM; HeLa PEG-Prom luciferase reporter, luminescence, overnight;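 active = inhibition of at least 50% at 20 µM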
TRAIL sens C8: sensitizes caspase-8 expressing cells to TRAIL. NB7+C8 cells + TRAIL, ATPlite viability luminescence. inhibition (viability loss, TRAIL sensitization), % at 10 µM. 360,000 tested, 1% active;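 active = compounds causing at least 50% loss of cell viability in the single-dose screen, relative to plate controls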
NR2E3 ag-1: agonists of human nuclear receptor NR2E3; Q9Y5X4; GST-NR2E3/biotin-RetCOR TR-FRET, 1536-well; inhibition of corepressor binding, % at 4.78 µM; 320,000 tested, 0.12% active; AID 2300;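 active = percent inhibition above the cutoff of mean plus 3 SD of all tested compounds, set per screening campaign, cut at about 20% in these data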;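 note: 0% = DMSO wells and 100% = biotin wells as full block of FRET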
Target sequence (Q9Y5X4 whole entry, looked up): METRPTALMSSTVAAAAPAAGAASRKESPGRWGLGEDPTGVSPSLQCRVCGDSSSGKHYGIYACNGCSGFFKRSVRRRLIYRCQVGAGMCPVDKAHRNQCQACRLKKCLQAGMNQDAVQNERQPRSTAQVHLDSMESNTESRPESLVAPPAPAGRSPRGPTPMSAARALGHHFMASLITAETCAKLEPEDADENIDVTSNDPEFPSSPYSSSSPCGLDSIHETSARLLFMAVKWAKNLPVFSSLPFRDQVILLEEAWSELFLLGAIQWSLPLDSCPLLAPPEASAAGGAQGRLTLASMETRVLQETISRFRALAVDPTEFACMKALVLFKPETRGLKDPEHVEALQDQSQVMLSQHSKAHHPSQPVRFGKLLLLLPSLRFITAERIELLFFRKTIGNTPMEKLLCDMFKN
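Material: NR2E3–RetCOR corepressor complex / Amount: 1.35 nM GST-NR2E3 / Medium: Tris pH 7.5 / Compound: single nominal compound dose of 4.8 µM / Incubation: 5 h at 4 °C / Technique: TR-FRET, Eu(K)-anti-GST donor, streptavidin-D2 acceptor, ex 340, em 617/671 nm / Read-out basis: percent loss of FRET ratio relative to control wells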
NR2E3 ag-2: agonists of human NR2E3 nuclear receptor. Q9Y5X4. CHO-S Gal4-NCOR/VP16-NR2E3 two-hybrid, luciferase. inhibition of corepressor binding, % at 3.98 µM. 360,000 tested, 0.35% active. AID 602229;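 active = inhibition above the mean of all tested compounds plus 3 SD, cut at about 70% in these data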;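 note: 0% = DMSO with NR2E3 transfected cells and 100% = cells lacking NR2E3 construct; higher means lower luciferase signal from less NR2E3 corepressor binding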
* = called active by the depositor; x = no result given; & = joins results of further samples.

compound,Shn3 3UTR inh,NR2E3 ag-1,KKLEB tox,TWEAK Fn14 block,TRPM1 prom inh,TRAIL sens C8,CF NFkB block,TROY signal inh,HIF-2a inh,NR2E3 ag-2,Peg3 prom inh
NS(=O)(=O)c1ccc(CCNC(=O)CSc2ccc3ccccc3c2)cc1,2,1,14,3,3,3,-3,11,9,-7,1
CC(=O)Oc1ccc(/C(C)=N\N2CCN(Cc3ccc(Cl)cc3)CC2)cc1,8,2,-10,-4,11,-13,-2,15,23,-1,9
CCCN(CCC)CCNC(=O)Cn1cc2c(n1)-c1c(oc(C(=O)N3CCCC3)c1C)CC2,5,x,6,-24,x,1,-23,7,8,-11,-7
CCOC(=O)N1CCN(C(=O)CCl)CC1,15,-3,3,-8,12,2,-24,17,5,17,-2
Cc1cc(C)nc(NS(=O)(=O)c2ccc(N3C(=O)C4CCCCC4C3=O)cc2)n1 (configuration not stated),-4,7,1,25,-5,2,0,9,15,0,-9
Cc1cccc(NC(=O)CNC(=O)COC(=O)c2ccco2)c1C,0,1,13,5,-3,6,7,-16,15,11,7
CCOc1ccc(S(=O)(=O)NC(C)(C)C)cc1-c1nc2c(C(C)(C)C)nn(C)c2c(=O)[nH]1,8,5,-4,32,6,-2,1,11,-54,-21,53*
Cc1ccc2nc(N(CCN(C)C)C(=O)C3=COCCO3)sc2c1,-21,0,-7,0,-25,-1,6,-57,-87,-42,-74
COc1ccccc1CNC(=O)Cn1cccc1C(=O)c1ccccc1,-25,5,-14,-20,-24,-5,7,-40,-111,-38,-72
CSc1nc(O)c(C(c2cccc([N+](=O)[O-])c2)c2c(O)nc(SC)[nH]c2=O)c(=O)[nH]1,13,-15,10,-10,6,-12,6,-26,13,10,-8
CC12C=CC3(O1)C(C(=O)N(c1cccnc1)C3C(=O)NC1CCCCC1)C2C(=O)Nc1ccccc1 (configuration not stated),-2,6,-14,14,-12,-34,-1,6,6,-6,6
COc1ccccc1-c1cc(-c2ccc(O)cc2)nc(N)c1C#N,14,3,-9,38,4,-8,-56,1,-29,3,8
O=C(COc1ccc(Br)cc1)NCCCn1ccnc1,-5,4,-4,-17,-7,-9,-3,0,4,-8,2
O=C(C[C@@H]1C/C=C\C[C@@H](NC(=O)OCC2c3ccccc3-c3ccccc32)C(=O)OCCNC1=O)N[C@@H](CO)Cc1ccccc1,6,x,2,-7,8,0,-3,-18,-5,7,14
CC(C)(C)NC(=O)C(=O)NNC(=O)c1cccc(Br)c1,-27,0,0,-11,-23,-1,2,13,-57,-20,-15
Cc1ccc(NC2CCCN(C(=O)CCc3cn[nH]c3)C2)cc1C (configuration not stated),-8,2,2,7,12,-7,-10,0,14,-4,4
O=C(Nc1ccccc1)Nc1ncc(C(F)(F)F)cc1Cl,1,x,7,-15,x,7,-27,7,-34,-26,-43
O=C(CC1(O)C(=O)Nc2cc(Cl)cc(Cl)c21)c1ccncc1 (configuration not stated),-8,-2,2,-17,6,11,5,16,0,-3,14
COc1ccc(C(=O)CSc2[nH]c(=O)cc(C(F)(F)F)c2C#N)cc1,-16,3,-4,-2,-2,-2,23,12,-72,-26,-31
CCOc1ccc(-c2cn3ccccc3n2)cc1,0,1,-51*,62*,19,84*,-25,-6,-79,-115,-83
CCOc1ccccc1N=c1oc2cc(O)ccc2cc1C(=O)NCC1CCCO1 (configuration not stated),-5,0,-13,-36,-15,23,2,2,-3,-9,-17
CCOC(=O)C1=C(C)NC(C)=C(C(=O)OCC)C1C(=O)OCC(=O)N1CCC(C)CC1,53&5,1,14&4,-19&-2,1&3,-5&0,12&7,-3&3,19&6,11&2,6&0
Nc1nc(SCC(=O)N2CCCc3ccccc32)n(-c2ccccc2)n1,1,1,2,10,4,-5,-4,-33,-5,-9,-19
O=c1[nH]nc(-c2ccccc2)c2ccccc12,4,-5,-4,1,-1,3,5,-13,9,-8,7
O=C(O)c1cccc(C(=O)Nc2cccc(NC(=O)C3CCCO3)c2)c1 (configuration not stated),27,0,1,9,50,-12,-5,0,49*,-16,38
O=C(Nc1ccc2c(c1)Cc1ccccc1-2)c1cc2ccccc2o1,-32,-2,1,-17,-2,-3,-10,-3,-43,-71,-101
Cn1cnc(NCc2ccccc2)c1[N+](=O)[O-],-63,-1,11,1,-1,5,-1,-2,14,-16,24
O=C(Nc1nnc(-c2ccc(F)cc2)s1)c1c(F)cccc1Cl,-32,-1,7,5,x,1,11,-35,-44,-4,-27
COc1ccc(C2=NCCn3nc4cc(C(F)(F)F)ccc4c32)cc1,-3,0,-1,15,-8,-2,-10,8,-83,-42,-39
C=CC[C@H](CC(=O)NCCO)C(=O)NCCOC(=O)[C@@H](CC=C)Cc1ccc(F)cc1,-1,x,-4,21,-4,-4,-21,-11,14,13,-2

Further compounds follow:
compound,Shn3 3UTR inh,NR2E3 ag-1,KKLEB tox,TWEAK Fn14 block,TRPM1 prom inh,TRAIL sens C8,CF NFkB block,TROY signal inh,HIF-2a inh,NR2E3 ag-2,Peg3 prom inh
O=S(=O)(c1cccc(-c2nnc(SCc3nc4ccccc4s3)o2)c1)N1CCOCC1,x,4,3,-11,-31,3,17,-6,-254,-58,-114
O=C(CN(CC1CCCO1)C(=O)CNS(=O)(=O)c1ccccc1)NCc1ccccc1 (configuration not stated),-1,0,-6,9,-11,-13,10,10,11,-8,-2
O=C(CC(CC(=O)c1ccc(Br)cc1)c1cccnc1)c1ccc(Br)cc1,15,-1,-8,-2,x,1,16,26,9,3,20
COc1ccc(C)cc1S(=O)(=O)Nc1ccc(F)c(Cl)c1,-5,2,-6,19,-10,-6,13,11,10,4,25
Cn1c(=O)[nH]c(=O)c2c1nc(N1CCN(Cc3ccccc3)CC1)n2CCCc1ccccc1,29,8,-16,-1,-7,-10,6,-15,-1,-21,10
O=C(Nc1ccc2c(c1)OCCO2)c1cc(-c2ccccc2)nc2ccccc12,29,0,-8,48,-5,14,-25,-2,-18,-7,-1
Cc1ccc(S(=O)(=O)N2CCN(C(=O)COC(=O)COc3ccc(Br)cc3)CC2)c(C)c1,7,x,5,10,2,17,9,-10,8,-1,-5
COc1cccc(-n2c(COc3ccc(C)cc3)nnc2SCC(=O)O)c1,-17,-3,0,13,-5,-11,6,-5,7,-6,-1
O=C(CNC(=O)[C@@H]1Cc2ccccc2CN1)NCc1ccco1,-22,0,3,9,9,-28,-14,-6,5,-7,-11
COc1ccc(Cl)cc1/C=C(\C#N)C(N)=O,9,-3,-25,1,3,-4,8,-6,19,-26,13
CCN(CC)CCCNc1nc2ccccc2c2nc(-c3ccncc3)nn12,23,2,-6,-12,-4,7,-31,-33,9,-1,10
CCCCCCCCCCNC(=O)CCn1[nH]c(=O)c2ccccc2c1=O,4,1,1,-1,2,0,-8,8,-1,-16,5
COc1ccc(NC(=O)CN(C)C(=O)c2cc(-c3ccc(OC)cc3)nc3ccccc23)cc1,-3,8,-20,4,-31,18,30,-17,-76,20,9
CC(=NNC(=S)N1CCC1)c1ccccn1,92*,x,-14,40,69*,-6,36,-13,2,75*,50
CC1(C)C(=O)CC[C@]2(C)C3C(=O)C=C4[C@H]5C[C@@](C)(C(=O)O)CC[C@]5(C)CC[C@]4(C)[C@]3(C)CC[C@@H]12 (some centres not stated),-6,0,3,-15,1,4,10,-2,16,7,3
N/C(=N\OC(=O)CCCOc1ccccc1)c1cccc(Br)c1,-2,3,4,-6,3,-16,-10,-7,-1,-26,-10
COc1ccc(-c2ccc(-c3nnc(-c4cc(OC)ccc4OC)o3)cc2)cc1,17,-3,4,-13,-2,-5,-4,-5,3,-10,-11
O=C(Nc1ncccc1O)c1ccc(S(=O)(=O)Nc2ccccc2)cc1,-328,-3,-8,-91,23,44,-13,16,-68,-42,-11
CCc1ccc(NC(=O)Cc2c(C(=O)O)n(C)c3ccccc23)cc1,-26,2,3,-5,15,-6,2,-13,3,0,4
CC(C)N(C(=O)CSc1nnc(NC(=O)C2CCC2)s1)C(C)C,1,-3,2,1,2,10,4,-16,12,-9,9
COc1ccc([C@H]2CC(=O)C=C(c3ccc(Cl)c(Cl)c3)C2)cc1,-4,5,-8,-33,x,-1,-9,-40,-67,2,-40
Cc1cccc(S(=O)(=O)CC(=O)Nc2nc(-c3ccccc3)cs2)c1,-16,0,14,-22,4,-8,-22,10,2,-23,0
Cc1ccc2[nH]c(=O)c(CN(Cc3cccnc3)Cc3nnnn3CC3CCCO3)cc2c1 (configuration not stated),2,1,0,7,6,16,-5,2,15,-7,3
O=S(=O)(c1cccc(-c2nc3ccccc3s2)c1)N1CCOCC1,24,1,-5,-10,-3,3,2,-13,-64,6,-23
CCOc1ccc(N2CC(C(=O)Nc3ncccc3C)CC2=O)cc1 (configuration not stated),-8,1,-2,-1,-2,-18,4,8,12,-19,-10
COCc1cc(C)n(CC(=O)Nc2ccc3c(c2)OCO3)c(=O)c1C#N,5,2,-8,11,1,4,3,-15,12,11,-11
O=C(NC(=S)NCCc1ccccc1)c1ccccc1,-24,2,-10,-11,-33,-1,2,-88,-184,-76,-161
CC(=NNC(=O)CSc1nc2ccccc2o1)c1ccco1,-23,x,-16,-4,-17,-16,8,-12,-227,-14,-221
O=C(N/N=C/c1ccccc1)c1n[nH]c2c1CCCC2,-22,3,-32,54*,-8,28,-2,10,-112,-85,-1
COc1ccc(CCNc2nc(C)nc3c2nnn3Cc2ccccc2)cc1,9,6,-3,-20,4,-1,20,4,12,-30,12

Next section
compound,Shn3 3UTR inh,NR2E3 ag-1,KKLEB tox,TWEAK Fn14 block,TRPM1 prom inh,TRAIL sens C8,CF NFkB block,TROY signal inh,HIF-2a inh,NR2E3 ag-2,Peg3 prom inh
N#Cc1ccccc1NC(=O)c1ccc2c(Cl)c3c(nc2c1)CCCC3,-60,-3,-40,1,-54,20,10,-58,-342,-1,-190
O=C(NCCCn1ccnc1)c1cc(S(=O)(=O)N2CCOCC2)c(Cl)cc1Cl,6,2,4,-5,15,16,-7,-13,8,-15,0
CCC(=O)N1CCc2cc(Br)cc(S(=O)(=O)NCC3CCCN3CC)c21 (configuration not stated),4,1,5,0,-8,6,-6,4,4,11,-11
CCCCc1nc2ccccc2c(=O)n1NC(=O)c1c(O)c2cccc3c2n(c1=O)CC3,-9,1,-2,-17,4,10,4,-14,21,-14,23
O=C(Nc1ccccc1-c1nc2ccccc2s1)C1=COCCO1,18,3,-11,-1,-9,-3,3,-1,-4,-6,2
O=C(/C(=C(\[O-])c1ccccc1)[n+]1ccc2ccccc2c1)c1ccc(Cl)cc1,5,1,3,2,9,-11,9,-3,-42,-8,-16
CC(C)c1ccccc1NC(=O)COC(=O)c1c2c(nc3ccccc13)CCN(Cc1ccccc1)C2,17,3,-17,24,-1,-2,75*,10,12,-2,57*

The list is partial. The share of hits here may be higher or lower than overall.
